Screening data as filed in PubChem.
tim10-1 inh: tim10-1 yeast growth inhibition | 330,000 tested, 2.2% active | AID 463190 | inhibition, % at 20 µM | S. cerevisiae tim10-1 ts strain growth, BacTiter-Glo, 24 h;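 active = inhibition of at least 40%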;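 note: mutant grown at 25 °C; 0% = DMSO wells with yeast and 100% = wells holding no yeast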
Jurkat NFkB inh: inhibitors of the PMA/ionomycin-induced NF-kB reporter in Jurkat cells. inhibition, % at 4 µM. AID 435003. 330,000 tested, 0.53% active. PMA/ionomycin-induced NF-kB luciferase reporter, luminescence; in the data active = inhibition above about 50%
CHOP UPR activ: apoptotic UPR (CHOP) activation; activation, % at 10 µM; 330,000 tested, 0.34% active; CHO-CHOP luciferase reporter, luminescence; percent of tunicamycin response over DMSO baseline;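 active = at 10 µM dose, activation of 40% or more, normalized to positive control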;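 note: 100% = tunicamycin at 10 µg/mL and 0% = DMSO alone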
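assay system = CHO CHOP reporter cells | amount = 500 CHO-CHOP cells per well | buffer or medium = F12 with 10% FBS | incubation = 16-18 h cell attachment, then 6 h compound exposure, 37 °C | detection = luminescence read with Steady-Glo | read-out = percent activation relative to tunicamycin control | controls = tunicamycin high control, DMSO low control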
Mdm2 MdmX PPI: human Mdm2/MdmX binding inhibition | SaOS-2 split-luciferase Mdm2/MdmX complementation, luminescence | 330,000 tested, 3% active | inhibition, % at 8 µM | O15151+Q00987;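 active = inhibition of at least 50% at 8 µM in the primary screen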
Target sequence (O15151 whole entry, looked up): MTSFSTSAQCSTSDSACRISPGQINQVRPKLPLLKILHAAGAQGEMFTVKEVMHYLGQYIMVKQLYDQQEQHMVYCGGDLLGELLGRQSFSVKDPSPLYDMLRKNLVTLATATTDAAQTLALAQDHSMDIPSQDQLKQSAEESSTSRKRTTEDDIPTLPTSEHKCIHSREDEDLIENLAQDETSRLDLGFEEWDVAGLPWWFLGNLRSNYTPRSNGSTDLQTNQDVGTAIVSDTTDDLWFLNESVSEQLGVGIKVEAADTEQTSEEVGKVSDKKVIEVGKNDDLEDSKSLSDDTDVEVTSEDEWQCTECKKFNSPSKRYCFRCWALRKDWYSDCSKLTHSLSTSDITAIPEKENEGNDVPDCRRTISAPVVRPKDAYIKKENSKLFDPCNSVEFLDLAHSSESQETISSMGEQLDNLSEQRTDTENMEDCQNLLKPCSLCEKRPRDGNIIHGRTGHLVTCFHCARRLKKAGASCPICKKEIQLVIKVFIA
Target sequence (Q00987 whole entry, looked up): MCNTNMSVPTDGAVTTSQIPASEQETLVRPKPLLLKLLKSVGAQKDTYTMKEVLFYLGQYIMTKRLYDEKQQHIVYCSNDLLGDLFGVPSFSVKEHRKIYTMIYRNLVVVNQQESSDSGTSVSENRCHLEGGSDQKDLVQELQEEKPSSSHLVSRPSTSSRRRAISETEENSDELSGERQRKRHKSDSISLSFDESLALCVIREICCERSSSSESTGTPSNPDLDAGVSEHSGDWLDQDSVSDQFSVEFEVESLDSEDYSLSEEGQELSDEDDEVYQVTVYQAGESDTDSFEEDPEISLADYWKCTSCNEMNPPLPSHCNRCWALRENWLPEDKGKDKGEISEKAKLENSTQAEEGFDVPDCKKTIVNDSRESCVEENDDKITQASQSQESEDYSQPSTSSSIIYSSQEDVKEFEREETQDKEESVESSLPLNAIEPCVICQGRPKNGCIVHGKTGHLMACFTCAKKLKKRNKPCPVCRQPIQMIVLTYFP
697 NFkB inh: inhibitors of the PMA/ionomycin-induced NF-kB reporter in 697 B cells | 697 B-cell NF-kB luciferase reporter, 16 h | inhibition, % at 4 µM | 330,000 tested, 0.33% active | AID 435022; in the data active = inhibition above about 35%
TIM10 inh: growth inhibitors of TIM10 yeast strain; S. cerevisiae TIM10 strain growth, BacTiter-Glo luminescence, 24 h; inhibition, % at 10 µM; 330,000 tested, 1.4% active;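 active = inhibition of 40% or more at the single tested concentration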;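 note: wild-type TIM10 isogenic control strain grown at permissive 25 °C; 0% = DMSO yeast wells and 100% = minimal medium wells without yeast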
tim23-1 inh: tim23-1 yeast growth inhibition | S. cerevisiae tim23-1 growth, BacTiter-Glo luminescence, 24 h | inhibition, % at 20 µM | 330,000 tested, 1.3% active;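 active = growth inhibition of the mutant yeast at or above 50%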;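 note: temperature-sensitive mutant grown at 25 °C; plate controls were DMSO-treated mutant yeast for no effect and medium wells lacking yeast for full effect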
UPR XBP1 act: activators of adaptive arm of unfolded protein response (XBP1). CHO-XBP1 luciferase reporter, IRE1-XBP1 UPR activation, luminescence; percent of tunicamycin response, DMSO as zero. activation, % at 20 µM. AID 463104. 330,000 tested, 0.33% active;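 active = versus positive control, 20 µM dose yields 30% or more activation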;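 note: 100% = tunicamycin at 10 µg/mL and 0% = DMSO only wells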
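assay system = CHO-XBP1 luciferase reporter cells | amount = 1000 cells/well | buffer or medium = F12 plus 10% FBS | compound dosing = single point, 20 µM final compound, 1% DMSO | incubation = 16-18 h cell attachment at 37 °C, then 6 h compound exposure | detection = Steady-Glo luminescence read | controls = tunicamycin 10 µg/mL and vehicle-only wells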
* marks the source's active call; other numbers are inactive results.

What do the screens show for `CS/C(=N/S(=O)(=O)c1ccc(C)cc1)c1ccccc1`?
tim10-1 inh: -5; Jurkat NFkB inh: -4; CHOP UPR activ: -1.4; Mdm2 MdmX PPI: 2; 697 NFkB inh: 10; TIM10 inh: -9; tim23-1 inh: 15; UPR XBP1 act: -3

Results for Cc1cc(C)cc(OCC(=O)NNC(=S)NC(=O)C2CC2)c1 ?
tim10-1 inh: 23; Jurkat NFkB inh: 5; CHOP UPR activ: -0.5; Mdm2 MdmX PPI: 38; 697 NFkB inh: 27; TIM10 inh: -13; tim23-1 inh: 14; UPR XBP1 act: 0

How did COc1ccc(OCC(=O)N2CCN(C(=O)c3cccc4ccccc34)CC2)cc1 do in these assays?
tim10-1 inh: 19; Jurkat NFkB inh: 10; CHOP UPR activ: -0.1; Mdm2 MdmX PPI: -11; 697 NFkB inh: 1; TIM10 inh: 13; tim23-1 inh: 25; UPR XBP1 act: 5

What do the screens show for `CN(Cc1ccccc1)C(=O)COC(=O)C1CCN(S(=O)(=O)c2ccc(Cl)c(C(F)(F)F)c2)CC1`?
tim10-1 inh: 12; Jurkat NFkB inh: -20; CHOP UPR activ: 0.4; Mdm2 MdmX PPI: 15; 697 NFkB inh: 4; TIM10 inh: 16; tim23-1 inh: 12; UPR XBP1 act: 0

Results for COc1ccc(N(Cc2cc3ccccc3[nH]c2=O)S(=O)(=O)c2ccc(C)cc2)cc1 ?
tim10-1 inh: -3; Jurkat NFkB inh: -5; CHOP UPR activ: -2.2; Mdm2 MdmX PPI: 23; 697 NFkB inh: -13; TIM10 inh: 5; tim23-1 inh: 10; UPR XBP1 act: -4

Results for O=C(c1ccc2ccccc2c1)c1c[nH]cc1-c1ccccc1 ?
tim10-1 inh: 2; Jurkat NFkB inh: -5; CHOP UPR activ: 1.2; Mdm2 MdmX PPI: 35; 697 NFkB inh: -15; TIM10 inh: 9; tim23-1 inh: -5; UPR XBP1 act: -2

How did CCc1ccc(CCC(=O)Nc2sc(C)c(C)c2C(=O)OC)o1 do in these assays?
tim10-1 inh: 30; Jurkat NFkB inh: -1; CHOP UPR activ: -0.5; Mdm2 MdmX PPI: 8; 697 NFkB inh: -2; TIM10 inh: 12; tim23-1 inh: 19; UPR XBP1 act: -2

What do the screens show for `Cc1ccc(S(=O)(=O)N2CCCN(S(=O)(=O)c3ccc(C)c(C)c3)CC2)cc1C`?
tim10-1 inh: 9; Jurkat NFkB inh: 7; CHOP UPR activ: -0.7; Mdm2 MdmX PPI: 8; 697 NFkB inh: 12; TIM10 inh: -4; tim23-1 inh: 6; UPR XBP1 act: -3

How did CC(C)Sc1nnc([C@H](Cc2ccccc2)NC(=O)OC(C)(C)C)o1 do in these assays?
tim10-1 inh: 15; Jurkat NFkB inh: -14; CHOP UPR activ: 0.4; Mdm2 MdmX PPI: 2; 697 NFkB inh: -9; TIM10 inh: 16; tim23-1 inh: 21; UPR XBP1 act: -1

Results for Cc1cc(=O)oc2c(C)c(OCC(=O)Nc3cccnc3)ccc12 ?
tim10-1 inh: 10; Jurkat NFkB inh: -20; CHOP UPR activ: 5.5; Mdm2 MdmX PPI: 6; 697 NFkB inh: -7; TIM10 inh: -2; tim23-1 inh: -1; UPR XBP1 act: -2

What do the screens show for `Cc1nn(Cc2noc(C(=O)NCCCn3ccnc3)n2)c(C)c1Br`?
tim10-1 inh: 5; Jurkat NFkB inh: 4; CHOP UPR activ: -0.9; Mdm2 MdmX PPI: -26; 697 NFkB inh: 9; TIM10 inh: -4; tim23-1 inh: 1; UPR XBP1 act: 2

What do the screens show for `O=S(=O)(c1ccccc1)N1CCc2ccccc21`?
tim10-1 inh: 12; Jurkat NFkB inh: 9; CHOP UPR activ: -3.1; Mdm2 MdmX PPI: 9; 697 NFkB inh: -8; TIM10 inh: 3; tim23-1 inh: 11; UPR XBP1 act: 0

What do the screens show for `COC(=O)C(=O)C/C(=N/Nc1ncnc2ccccc12)c1ccc(Cl)cc1`?
tim10-1 inh: 5; Jurkat NFkB inh: -5; CHOP UPR activ: 1.6; Mdm2 MdmX PPI: 16; 697 NFkB inh: 8; TIM10 inh: 2; tim23-1 inh: 9; UPR XBP1 act: -2

What do the screens show for `Cc1ccccc1OCC(=O)O/N=C(\N)Cc1cccs1`?
tim10-1 inh: 34; Jurkat NFkB inh: -16; CHOP UPR activ: 4.1; Mdm2 MdmX PPI: -4; 697 NFkB inh: -30; TIM10 inh: 33; tim23-1 inh: 26; UPR XBP1 act: 5

How did CC(=O)Nc1cccc(NC(=S)Nc2ccc(F)cc2F)c1 do in these assays?
tim10-1 inh: 8; Jurkat NFkB inh: -14; CHOP UPR activ: -2.1; Mdm2 MdmX PPI: 15; 697 NFkB inh: -2; TIM10 inh: -2; tim23-1 inh: 12; UPR XBP1 act: -1

Results for N#Cc1c(Cl)nc(-c2cccnc2)nc1-c1ccccc1 ?
tim10-1 inh: 2; Jurkat NFkB inh: 2; CHOP UPR activ: 0.2; Mdm2 MdmX PPI: -12; 697 NFkB inh: -2; TIM10 inh: 13; tim23-1 inh: 0; UPR XBP1 act: 4

What do the screens show for `Cc1cccc(C(=O)NCCNC(=O)c2ccccn2)c1`?
tim10-1 inh: -6; Jurkat NFkB inh: -9; CHOP UPR activ: -0.2; Mdm2 MdmX PPI: 18; 697 NFkB inh: 1; TIM10 inh: -16; tim23-1 inh: 4; UPR XBP1 act: -1

Results for COc1ccc(C=C(c2ccc(OC)cc2)c2ccc(OC)cc2)cc1 ?
tim10-1 inh: -2; Jurkat NFkB inh: -23; CHOP UPR activ: -4.1; Mdm2 MdmX PPI: 35; 697 NFkB inh: 24; TIM10 inh: 1; tim23-1 inh: 20; UPR XBP1 act: -2

Results for CCN(Cc1ccc2c(c1)OCCO2)C(=O)CN1C(=O)NC2(CCCCC2)C1=O ?
tim10-1 inh: 7; Jurkat NFkB inh: 4; CHOP UPR activ: -1.6; Mdm2 MdmX PPI: -8; 697 NFkB inh: 23; TIM10 inh: 7; tim23-1 inh: 0; UPR XBP1 act: 3

What do the screens show for `Cc1noc(C)c1CSCC(=O)Nc1nnc(CC(C)C)s1`?
tim10-1 inh: -22; Jurkat NFkB inh: -17; CHOP UPR activ: 0.6; Mdm2 MdmX PPI: 14; 697 NFkB inh: -2; TIM10 inh: -8; tim23-1 inh: -3; UPR XBP1 act: -3

What do the screens show for `Cc1onc(-c2ccccc2Cl)c1C(=O)Nc1cccc(S(=O)(=O)NC2=NCCC2)c1`?
tim10-1 inh: -22; Jurkat NFkB inh: 5; CHOP UPR activ: 1.1; Mdm2 MdmX PPI: 14; 697 NFkB inh: -18; TIM10 inh: -4; tim23-1 inh: 7; UPR XBP1 act: -2

How did Cc1cc(C)n(CC(=O)c2ccc(Cl)cc2)n1 do in these assays?
tim10-1 inh: 22; Jurkat NFkB inh: -2; CHOP UPR activ: -0.6; Mdm2 MdmX PPI: 6; 697 NFkB inh: 8; TIM10 inh: -32; tim23-1 inh: 22; UPR XBP1 act: 0

How did Cc1ccc(/C=C2/Sc3ccccc3N(CC(=O)NCCCOC(C)C)C2=O)cc1 do in these assays?
tim10-1 inh: 31; Jurkat NFkB inh: -2; CHOP UPR activ: 2.0; Mdm2 MdmX PPI: 2; 697 NFkB inh: -5; TIM10 inh: 26; tim23-1 inh: 31; UPR XBP1 act: 1

Results for CSc1nc(SCC(=O)O)c2c3c(sc2n1)COC(C)(C)C3 ?
tim10-1 inh: 1; Jurkat NFkB inh: -5; CHOP UPR activ: -0.7; Mdm2 MdmX PPI: -32; 697 NFkB inh: -1; TIM10 inh: 10; tim23-1 inh: -21; UPR XBP1 act: 0

What do the screens show for `Nc1nnc(-c2cc3ccccc3oc2=O)s1`?
tim10-1 inh: 13; Jurkat NFkB inh: -39; CHOP UPR activ: 4.4; Mdm2 MdmX PPI: -2; 697 NFkB inh: -35; TIM10 inh: 16; tim23-1 inh: 6; UPR XBP1 act: -2

Results for COc1ccc(C(=O)c2coc3ccc(OC(C)=O)cc23)cc1 ?
tim10-1 inh: 31; Jurkat NFkB inh: -124; CHOP UPR activ: 2.7; Mdm2 MdmX PPI: -160; 697 NFkB inh: -279; TIM10 inh: 2; tim23-1 inh: 35; UPR XBP1 act: -6

How did CC(C)Sc1oc(-c2ccco2)nc1S(=O)(=O)c1ccccc1 do in these assays?
tim10-1 inh: 41*; Jurkat NFkB inh: 7; CHOP UPR activ: -0.5; Mdm2 MdmX PPI: 25; 697 NFkB inh: 14; TIM10 inh: 30; tim23-1 inh: 49; UPR XBP1 act: 0

Results for CC(C)c1ccc(NC2CCCN(C(=O)CCCn3cncn3)C2)cc1 (stereo not drawn) ?
tim10-1 inh: 9; Jurkat NFkB inh: 9; CHOP UPR activ: 1.3; Mdm2 MdmX PPI: 23; 697 NFkB inh: -4; TIM10 inh: 3; tim23-1 inh: 9; UPR XBP1 act: -3

How did COc1cc(C(=O)NCCCNc2nc3c(C)cc(C)cc3cc2C#N)cc(OC)c1OC do in these assays?
tim10-1 inh: 19; Jurkat NFkB inh: 8; CHOP UPR activ: 0.5; Mdm2 MdmX PPI: 26; 697 NFkB inh: 15; TIM10 inh: 11; tim23-1 inh: 23; UPR XBP1 act: 0

Results for O=C(NN1CCN(Cc2ccccc2)CC1)c1ccc(N2CCOCC2)c([N+](=O)[O-])c1 ?
tim10-1 inh: -4; Jurkat NFkB inh: 0; CHOP UPR activ: -1.2; Mdm2 MdmX PPI: -7; 697 NFkB inh: 7; TIM10 inh: -15; tim23-1 inh: 17; UPR XBP1 act: 1

Two records drawn at random from the list so far:
What do the screens show for `Cc1onc(-c2ccccc2Cl)c1C(=O)Nc1cccc(S(=O)(=O)NC2=NCCC2)c1`?
tim10-1 inh: -22; Jurkat NFkB inh: 5; CHOP UPR activ: 1.1; Mdm2 MdmX PPI: 14; 697 NFkB inh: -18; TIM10 inh: -4; tim23-1 inh: 7; UPR XBP1 act: -2

What do the screens show for `Nc1nnc(-c2cc3ccccc3oc2=O)s1`?
tim10-1 inh: 13; Jurkat NFkB inh: -39; CHOP UPR activ: 4.4; Mdm2 MdmX PPI: -2; 697 NFkB inh: -35; TIM10 inh: 16; tim23-1 inh: 6; UPR XBP1 act: -2

More structures.
Results for O=C(NC1=NCCS1)c1cc(-c2cccc(Br)c2)nc2ccccc12 ?
tim10-1 inh: 36; Jurkat NFkB inh: -5; CHOP UPR activ: -0.9; Mdm2 MdmX PPI: 26; 697 NFkB inh: -17; TIM10 inh: 43*; tim23-1 inh: 47; UPR XBP1 act: -1

Results for CN(CCOc1ccccc1)C(=O)C1CCC(=O)N(CCc2ccc(Cl)cc2)C1 (stereo not drawn) ?
tim10-1 inh: 16; Jurkat NFkB inh: -28; CHOP UPR activ: 2.1; Mdm2 MdmX PPI: -27; 697 NFkB inh: -44; TIM10 inh: -13; tim23-1 inh: 17; UPR XBP1 act: -5

What do the screens show for `COc1cc2c(-c3ccc4c(c3)OCO4)c(-c3ccsc3)oc(=O)c2cc1OC`?
tim10-1 inh: -37; Jurkat NFkB inh: -13; CHOP UPR activ: 5.1; Mdm2 MdmX PPI: -5; 697 NFkB inh: 4; TIM10 inh: -21; tim23-1 inh: 33; UPR XBP1 act: 4

How did COCCCNC(=O)C1=CCN(S(=O)(=O)c2ccc(C)cc2)CC1 do in these assays?
tim10-1 inh: 18; Jurkat NFkB inh: 7; CHOP UPR activ: 1.8; Mdm2 MdmX PPI: 20; 697 NFkB inh: 17; TIM10 inh: -6; tim23-1 inh: 7; UPR XBP1 act: -3

How did CC1CCC(NC(=O)Cn2ncc3ccccc32)CC1 (stereo not drawn) do in these assays?
tim10-1 inh: -12; Jurkat NFkB inh: -61; CHOP UPR activ: 3.3; Mdm2 MdmX PPI: -31; 697 NFkB inh: -74; TIM10 inh: 3; tim23-1 inh: 14; UPR XBP1 act: 0
